HSP90 refold inh – HSP90 inhibitors, primary screen, cell lysate, luminescence. Heat shock protein HSP 90 (rabbit reticulocyte lysate; luciferase refolding). Rabbit reticulocyte lysate, luciferase refolding luminescence, 3 h. inhibition, % at 5.6 µM. actives 0.91% (n = 290,000). AID 1789, 2009;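 active means inhibition above the screen-wide mean plus 3 SD, computed separately per campaign, cut at about 16% in these data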;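 further: 0% = DMSO wells and 100% = 60 µM geldanamycin wells; inhibitors lower the luminescence because luciferase stays unfolded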
AI-2 QS modul – Vibrio harveyi AI-2 quorum sensing modulators, primary screen, JMH597 strain, luminescence/OD600 ratio. AID 2094, 2009. actives 0.4% (n = 300,000). activity change, % at 7.5 µM. Vibrio harveyi JMH597 AI-2 luminescence/OD600 ratio, 9 h; hits give low values; strain lacks LuxN and CqsS sensors; 0 = neutral-control median; in the data active means activity change below about -75%, passing the limit was not always enough; inconclusive means no clear call, values can overlap the other calls;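 further: luminescence divided by OD600 gain over 9 h not by final OD600 alone; inactives centre near 13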
HSF1 activator – HSF-1 activators, primary screen, NIH3T3-HGL cells, MG132 stress, luminescence, single point | NIH3T3-HGL HSF-1 luciferase reporter, 8 h; 100% = twice DMSO control signal | activation, % at 9 µM | actives 1.7% (n = 300,000);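 active means mean replicate activation of at least 50% with a set share of replicates each reaching 50%; inconclusive means only one of those two conditions met; inactive means mean below 50% and too few replicates reaching it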;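 further: 0% = median of the neutral control wells and 100% = twice that signal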
GSK3 alpha inh – blockers of GSK3A enzyme activity – biochemical, luminescence, cell-free homogeneous, HTS, primary screen | Glycogen synthase kinase-3 alpha (Homo sapiens), P49840 | GSK-3 alpha kinase, ADP-Glo luminescence, 60 min | inhibition, % at 10 µM | actives 0.1% (n = 320,000) | AID 2650, 2010;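 in the data active means inhibition above about 50%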;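 further: GST-tagged GSK-3 alpha with peptide substrate and 25 µM ATP; 0% = DMSO neutral wells and 100% = GW8510 positive control wells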
Platelet DG rel – inhibitors of platelet dense granule secretion, primary screen, cell-based, MLPCN, human platelets; human platelet-rich plasma, SFLLRN dense granule ATP release, luminescence; inhibition, %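 (compounds screened at 7.5 µM in platelet-rich plasma)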; actives 0.22% (n = 300,000); AID 1663, 2009;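 active means mean replicate score, as percent of positive control, at or above 50; inconclusive means mean below 50 but at least one replicate at or above 50; inactive means mean and every replicate below 50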
GSK3B inh – human GSK3beta kinase inhibitors, primary screen, biochemical, cell-free homogeneous, HTS; activity score (negative = inhibition), % at 10 µM; AID 2097, 2009; GST-GSK3beta kinase, ADP-Glo luminescence, 60 min; hits give low values; Glycogen synthase kinase-3 beta (Homo sapiens), P49841; actives 0.038% (n = 300,000);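 active means more than half of replicate wells score below -50%, meaning over 50% inhibition versus plate controls; inconclusive means some replicates but at most half score below -50%; inactive means no replicate scores below -50%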;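 further: 0% = median DMSO wells and -100% = median GW8510 positive control wells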
Target sequence (P49841 whole entry, looked up): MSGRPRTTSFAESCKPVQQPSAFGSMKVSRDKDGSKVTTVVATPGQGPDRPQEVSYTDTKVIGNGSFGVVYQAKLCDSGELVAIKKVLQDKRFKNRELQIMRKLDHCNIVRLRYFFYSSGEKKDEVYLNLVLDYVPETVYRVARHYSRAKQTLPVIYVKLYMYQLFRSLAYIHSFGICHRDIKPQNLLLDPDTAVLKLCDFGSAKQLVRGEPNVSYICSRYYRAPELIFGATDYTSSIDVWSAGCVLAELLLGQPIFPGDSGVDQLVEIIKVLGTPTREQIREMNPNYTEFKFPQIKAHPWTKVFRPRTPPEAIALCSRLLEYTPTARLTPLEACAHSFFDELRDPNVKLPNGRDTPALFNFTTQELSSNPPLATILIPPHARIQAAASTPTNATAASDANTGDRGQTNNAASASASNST
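Test system – GST-tagged human GSK3beta kinase, cell-free · Incubation – 60 min enzyme reaction, room temperature · Signal – ADP-Glo luminescence · Also added – peptide substrate and ATP at 25 µM · Controls – DMSO neutral wells and GW8510 at 20 µM as positive · Buffer or medium – Tris/MgCl2 kinase buffer · Measure – Luminescence-derived activity versus plate DMSO and GW8510 wells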
PolyA inhibitor – polyadenylation inhibitors in yeast reporter cells, primary screen, luminescence, S. cerevisiae; actives 0.02% (n = 300,000); S. cerevisiae SKY197-pL101 polyadenylation reporter, beta-gal luminescence; efflux-impaired pdr1/pdr3 knockout yeast; score 100 = 6 SD above DMSO; calls only at 12 µM;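 active means lowest replicate activity score at least 50, where 100 means six control SD above control mean; inconclusive means lowest score under 50 but half or more replicates reach 50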;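 further: yeast exposed to compound for 9 h at 30 °C; higher score means more reporter readthrough which indicates perturbed polyadenylation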
HSF1 inh – HSF1 inhibitors in luciferase reporter cells, primary screen, cell-based, NIH3T3, luminescence. NIH3T3-HGL HSE-luciferase, MG132-induced, luminescence 8 h; hits give low values. activity change, negative = inhibition, % at 7.5 µM (by protocol). actives 0.77% (n = 300,000). AID 2098, 2009;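 active means more than half of replicate wells show activity change below -50%, luminescence cut by over half; inconclusive means some wells, but at most half, below -50%; inactive means no replicate well below -50%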;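 further: luciferase reports HSF-1 transcriptional activity via heat shock element; 0% = median of DMSO wells and -100% = zero luminescence signal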
Dyrk1A ADPGlo – rat Dyrk1A kinase inhibitors, primary screen, biochemical, single point, plate reader; ADP-Glo luminescence, NFATc1 peptide; inhibition, % at 12.5 µM; actives 0.43% (n = 310,000); AID 504441, 2011; in the data active means inhibition above about 50%;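 further: plate controls were vehicle with enzyme for no effect and no enzyme for full effect; many of its hits are not listed in these tables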
HDAC3 inhib – HDAC3 deacetylase inhibitors, primary screen, biochemical, fluorescence, cell-free homogeneous; AID 2718, 2010; actives 0.15% (n = 320,000); inhibition, % at 8.3 µM; recombinant HDAC3, fluorogenic peptide/trypsin coupled; Histone deacetylase 3 (Homo sapiens), O15379; in the data active means inhibition above about 26%, passing the limit was not always enough; inconclusive means no clear call, values can overlap the other calls
Target sequence (O15379 whole entry, looked up): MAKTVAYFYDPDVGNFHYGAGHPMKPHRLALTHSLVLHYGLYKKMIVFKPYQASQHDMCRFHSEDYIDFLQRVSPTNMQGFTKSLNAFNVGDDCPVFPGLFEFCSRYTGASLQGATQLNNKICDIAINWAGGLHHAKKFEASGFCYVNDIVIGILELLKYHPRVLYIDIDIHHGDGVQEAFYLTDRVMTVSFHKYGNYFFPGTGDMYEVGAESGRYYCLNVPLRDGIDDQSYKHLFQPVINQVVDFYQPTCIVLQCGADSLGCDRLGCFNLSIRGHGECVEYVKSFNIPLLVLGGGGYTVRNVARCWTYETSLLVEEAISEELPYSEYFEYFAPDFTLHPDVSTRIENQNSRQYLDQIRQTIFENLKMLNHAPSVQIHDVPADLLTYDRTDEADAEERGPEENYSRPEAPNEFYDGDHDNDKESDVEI
Active calls of the source: *; i = inactive; ? = inconclusive; / = not tested or not shown. The list is partial, so the mix of outcomes need not match the whole.

(1) O=S(=O)(Nc1ccc(-c2nc3cccnc3s2)cc1)c1ccc(Cl)s1
(2) Cc1ccc(S(=O)(=O)CCC(=O)OCc2ccccc2)cc1
(3) Cc1ccc(C(=O)N/N=C/c2sc(=O)n(Cc3cccc(C(=O)O)c3)c2Cl)cc1
(4) COc1cc(C(=O)Nc2nnc(C3=COCCO3)o2)cc(OC)c1OC
(5) Cc1ccc(N(Cc2ccccc2O)C(=O)c2ccccc2F)cc1
(6) CCN(C(=O)COC(=O)CCC(=O)c1cccs1)c1c(N)n(Cc2ccccc2)c(=O)[nH]c1=O
(7) Cn1c(SCC(=O)NC(C)(C)C)nnc1-c1cnccn1
(8) O=S(=O)(NCC(c1cccnc1)N1CCN(Cc2ccccc2)CC1)c1ccccc1 (stereo not drawn)
(9) CCOC(=O)c1cnc2cc(C)nn2c1-c1ccccc1
(10) O=S(=O)(NCCC1=CCCCC1)c1cccc(S(=O)(=O)N2CCOCC2)c1

entry no.,1,2,3,4,5,6,7,8,9,10
HSP90 refold inh,3,-2,-1,-2,-2,/,2,-1,-1,-1
AI-2 QS modul,18,-10,14,5,4,12,29,8,9,13
HSF1 activator,-1,-11,0,-13,-9,-24,1,-25,-3,47
GSK3 alpha inh,-5,-1,-1,2,0,-4,-2,-1,0,-2
Platelet DG rel,9,-7,-4,6,14,-10,-15,-1,-3,8
GSK3B inh,3,0,2,-7,3,0,2,0,-1,2
PolyA inhibitor,i,i,i,i,i,i,i,i,i,i
HSF1 inh,5,8,-12,-3,1,-9,-5,-16,-6,19
Dyrk1A ADPGlo,-2,25,2,/,-5,3,2,2,6,1
HDAC3 inhib,-5,-8,5,-3,3,6,-4,-2,9,1

(11) COc1ccc(CNC(=O)CC23CC4CC(CC(C4)C2)C3)cc1
(12) O=C(CS(=O)(=O)c1ccccc1)N(CCCN1CCOCC1)c1nc2c(F)cccc2s1
(13) CCCS(=O)(=O)c1ncc(Cl)c(C(=O)Nc2ccc(S(=O)(=O)Nc3ncccn3)cc2)n1
(14) CC1=NC(C(F)(F)F)(C(F)(F)F)C(C#N)=C(C)N1
(15) Cc1ccc(NC(=O)CSCc2ccc(F)cc2)cc1
(16) C/C(=N\NC(=O)c1ccccc1)c1cccc(Br)c1
(17) Oc1ccc(Br)cc1C=Nc1ccc2[nH]ncc2c1
(18) CCOC(=O)c1c(NC(=O)c2ccc(-n3cnnn3)cc2)sc2c1CCCC2
(19) O=C(NCCn1ccc2ccccc21)C1CCCCC1
(20) Cc1cc(C)c(-n2c(C)cc(/C=C3/NC(=O)NC3=O)c2C)c(C)c1

entry no.,11,12,13,14,15,16,17,18,19,20
HSP90 refold inh,-7,/,-2,-5,-2,2,7,-4,-4,-4
AI-2 QS modul,21,13,-2,17,0,-10,17,20,7,27
HSF1 activator,2,46,-13,16,3,35,3,15,10,10
GSK3 alpha inh,-1,-2,0,-2,0,0,-1,/,-2,1
Platelet DG rel,8,25,-8,6,?,5,12,-9,10,1
GSK3B inh,0,1,-1,2,-28,0,-2,2,-1,2
PolyA inhibitor,i,i,i,i,i,i,i,i,i,i
HSF1 inh,-6,44,-6,-3,-4,1,-3,7,4,7
Dyrk1A ADPGlo,1,-2,/,0,-8,-4,9,1,6,/
HDAC3 inhib,1,6,1,3,1,1,-3,/,5,6

(21) CCOC(=O)c1nn(-c2c(C)n(C)n(-c3ccccc3)c2=O)cc1O
(22) CC(C)(C)CC(C)(C)NC(=O)c1ccccc1
(23) N#CC1C(C#N)N2CCCN2C1c1ccc(Cl)cc1 (stereo not drawn)
(24) N#Cc1cn(OCc2ccccc2)c(=O)[nH]c1=O
(25) O=C(O)CC(NC(=O)c1cccc([N+](=O)[O-])c1)c1ccc2c(c1)OCO2 (stereo not drawn)
(26) Cc1ccc(SCc2ccc(C(=O)N3CCCC3)cc2)cc1
(27) O=C(N/N=C/c1cccn1-c1cccc(C(=O)O)c1)Nc1ccccc1
(28) COc1ccc(-c2cc(C(F)(F)F)nc(SCC(=O)NCCCN3CCOCC3)n2)cc1
(29) CSc1ccc(OC2CCCCC2NS(=O)(=O)c2ccccc2)cc1 (stereo not drawn)
(30) COn1c(=O)c(-c2cccs2)[n+]([O-])c2ccccc21

entry no.,21,22,23,24,25,26,27,28,29,30
HSP90 refold inh,1,-2,-2,-4,2,-1,5,3,-1,4
AI-2 QS modul,17,18,-3,9,14,4,24,15,17,-2
HSF1 activator,-12,-58,16,-1,25,58*,6,-1,25,6
GSK3 alpha inh,-4,-1,-2,-3,-1,-2,1,-4,/,-2
Platelet DG rel,1,-1,/,10,-7,-11,-26,-3,-5,-3
GSK3B inh,-2,1,1,2,-1,0,5,-2,2,0
PolyA inhibitor,i,i,i,i,i,i,i,i,i,i
HSF1 inh,6,-45,-3,-2,-1,37,-8,-6,4,12
Dyrk1A ADPGlo,-1,-5,-5,0,-3,11,1,2,2,-1
HDAC3 inhib,-2,-3,4,-7,-4,8,7,-23,8,11

(31) O=C(NCCc1ccccc1)C1CCC(CNc2nc(=S)[nH]c3ccccc23)CC1 (stereo not drawn)
(32) COC(CNC(=O)CCc1c(C)nc2c(-c3ccc(F)cc3)c(C)nn2c1C)OC
(33) COc1cccc(NC(=O)c2sc(NC(=O)c3ccncc3)nc2C)c1
(34) Cc1nn(-c2ccccc2)c(N)c1-c1ccccc1
(35) CCCCc1nnc(NC(=O)c2ccc(N3CCCC3=O)cc2)s1
(36) COc1ccc(-c2nc(N)nc(C(F)(F)F)c2-c2cscn2)c(O)c1
(37) O[C@@H]1C2CCCC1[C@]1(O)CCCCC1C2 (stereo partly drawn)
(38) Cc1ccc(C)c(N2CCN(C(=O)CC3Sc4ccccc4NC3=O)CC2)c1 (stereo not drawn)
(39) CCOC(=O)CCNC(=O)N1CCCC(C(=O)c2ccccc2SC)C1 (stereo not drawn)
(40) CCOC(=O)c1c(C)[nH]c(C(=O)OCC(=O)Nc2cccnc2Cl)c1C

entry no.,31,32,33,34,35,36,37,38,39,40
HSP90 refold inh,0,-4,79*,2,/,5,4,4,6,/
AI-2 QS modul,/,19,46,13,7,9,1,27,18,-2
HSF1 activator,13,11,-14,23,14,-12,53*,4,-11,-7
GSK3 alpha inh,/,3,-3,-2,7,0,-2,-4,-1,2
Platelet DG rel,2,3,10,4,-4,-1,2,1,1,0
GSK3B inh,/,-1,-5,-1,-2,0,2,1,-2,0
PolyA inhibitor,i,i,i,i,i,i,i,i,i,i
HSF1 inh,6,0,-9,9,-4,-7,38,7,-2,-1
Dyrk1A ADPGlo,-3,-7,54*,/,2,2,0,/,5,2
HDAC3 inhib,-4,-1,4,5,-4,/,-9,3,-1,-1

(41) Cc1cnc(NC(=O)C2COc3ccccc3O2)s1 (stereo not drawn)
(42) CCOC(=O)N1CCC(NC(=O)c2ccc(OC)c(CN3CC(=O)N4CCCC4C3=O)c2)CC1 (stereo not drawn)
(43) C/C(=N\NS(=O)(=O)c1ccccc1)c1ccc2c(c1)OCCO2
(44) O=C(CC1C(=O)NCCN1C(=O)Nc1ccc(F)cc1F)Nc1ccc(F)cc1 (stereo not drawn)
(45) Cc1nc([N+](=O)[O-])c(NCCCO)n1Cc1ccccc1
(46) CCOc1ccccc1N(C)S(=O)(=O)c1ccc2[nH]cc(C(=O)N(CCOC)CCOC)c(=O)c2c1
(47) O=C(COc1ccccc1F)NCc1ccc(-n2cccc2)cc1
(48) COc1ccc(-c2cc3c(=O)n(CC(=O)Nc4ccc(C(C)=O)cc4)ncn3n2)cc1
(49) C=CCc1ccc(OCCn2cccc2C=O)c(OC)c1
(50) COc1ccccc1CNC(=O)CCNS(=O)(=O)c1cc(Br)cnc1N

entry no.,41,42,43,44,45,46,47,48,49,50
HSP90 refold inh,46*,-7,-4,0,4,-5,-1,-5,23*,2
AI-2 QS modul,3,31,12,27,21,6,9,3,14,14
HSF1 activator,/,-9,-67,0,20,-2,5,7,13,-2
GSK3 alpha inh,30,-2,-3,-2,-1,4,0,0,/,-1
Platelet DG rel,-4,-5,-5,0,9,13,-25,6,-4,2
GSK3B inh,-2,-2,0,0,-2,-1,2,-1,-1,0
PolyA inhibitor,i,i,i,i,i,i,i,i,i,i
HSF1 inh,/,4,-56*,-3,1,-3,0,-1,17,7
Dyrk1A ADPGlo,10,-5,-6,-2,-5,/,5,-1,1,-6
HDAC3 inhib,2,10,4,-2,-6,-2,-4,0,2,-1

Structural class: those above with a nitro group on carbon (two)
(25) O=C(O)CC(NC(=O)c1cccc([N+](=O)[O-])c1)c1ccc2c(c1)OCO2 (stereo not drawn)
(45) Cc1nc([N+](=O)[O-])c(NCCCO)n1Cc1ccccc1

entry no.,25,45
HSP90 refold inh,2,4
AI-2 QS modul,14,21
HSF1 activator,25,20
GSK3 alpha inh,-1,-1
Platelet DG rel,-7,9
GSK3B inh,-1,-2
PolyA inhibitor,i,i
HSF1 inh,-1,1
Dyrk1A ADPGlo,-3,-5
HDAC3 inhib,-4,-6

Later entries:
(51) CCOC(=O)c1cn(-c2c(C)n(C)n(-c3ccccc3)c2=O)c2c(F)c(F)c(F)cc2c1=O
(52) CN1CCN(CCC(=O)N/N=C/c2cc([N+](=O)[O-])ccc2O)CC1
(53) CC(OC(=O)CN(C)S(=O)(=O)c1ccc(Cl)cc1)C(=O)Nc1cccc(Cl)c1 (stereo not drawn)
(54) CC1(C)N=C(c2ccc(Cl)cc2)C(=O)N1

entry no.,51,52,53,54
HSP90 refold inh,2,-4,5,-4
AI-2 QS modul,4,26,-3,28
HSF1 activator,-16,-14,9,-8
GSK3 alpha inh,0,4,/,2
Platelet DG rel,10,-6,-2,7
GSK3B inh,1,0,2,2
PolyA inhibitor,i,i,i,i
HSF1 inh,1,-3,6,-4
Dyrk1A ADPGlo,/,-3,-3,2
HDAC3 inhib,2,3,13,0

Bioassay records (PubChem BioAssay)
